Bioassay records from PubChem BioAssay.
PTPN22 act – increases human PTPN22 phosphatase activity; Q9Y2R2; recombinant LYP, DiFMUP fluorescence; 0 = plate median, 100 = signal doubled; activation, % at 2 µM; 96,000 tested, 0.11% active;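 active = activation at 2 µM above a set limit, the mean plus 5 SD, cut at about 37% in these data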
Plk1 PBD FP – inhibitors of human Plk1 polo box domain binding; 97,000 tested, 0.13% active; inhibition, %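 (tested at about 20 µM)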; Plk1 PBD phosphopeptide binding, fluorescence polarization; P53350; AID 693; in the data active = inhibition above about 34%, passing the limit was not always enough
PTPN22 inh 2 – inhibitors of human LYP (PTPN22) phosphatase; 96,000 tested, 0.21% active; inhibition, % at 2 µM; Q9Y2R2; recombinant LYP catalytic domain, DiFMUP fluorescence;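 active = inhibition at 2 µM at or above a set limit, the screen mean plus 3 SD, cut at about 24% in these data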;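 note: 0% = DMSO with enzyme and 100% = enzyme fully blocked by orthovanadate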
EphB4 ephrin blk – antagonists of human EphB4-ephrin-B2 interaction. EphB4 LBD / TNYL-RAW-Alexa532 peptide, fluorescence polarization. inhibition, % at 7 µM. 97,000 tested, 0.15% active. AID 720;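 active = inhibition above the screen-wide mean inhibition plus 3 SD, cut at about 15% in these data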;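 note: 0% = DMSO wells and 100% = excess unlabeled TNYL-RAW peptide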
Target sequence (P54760 whole entry, looked up, the tested form may be a part): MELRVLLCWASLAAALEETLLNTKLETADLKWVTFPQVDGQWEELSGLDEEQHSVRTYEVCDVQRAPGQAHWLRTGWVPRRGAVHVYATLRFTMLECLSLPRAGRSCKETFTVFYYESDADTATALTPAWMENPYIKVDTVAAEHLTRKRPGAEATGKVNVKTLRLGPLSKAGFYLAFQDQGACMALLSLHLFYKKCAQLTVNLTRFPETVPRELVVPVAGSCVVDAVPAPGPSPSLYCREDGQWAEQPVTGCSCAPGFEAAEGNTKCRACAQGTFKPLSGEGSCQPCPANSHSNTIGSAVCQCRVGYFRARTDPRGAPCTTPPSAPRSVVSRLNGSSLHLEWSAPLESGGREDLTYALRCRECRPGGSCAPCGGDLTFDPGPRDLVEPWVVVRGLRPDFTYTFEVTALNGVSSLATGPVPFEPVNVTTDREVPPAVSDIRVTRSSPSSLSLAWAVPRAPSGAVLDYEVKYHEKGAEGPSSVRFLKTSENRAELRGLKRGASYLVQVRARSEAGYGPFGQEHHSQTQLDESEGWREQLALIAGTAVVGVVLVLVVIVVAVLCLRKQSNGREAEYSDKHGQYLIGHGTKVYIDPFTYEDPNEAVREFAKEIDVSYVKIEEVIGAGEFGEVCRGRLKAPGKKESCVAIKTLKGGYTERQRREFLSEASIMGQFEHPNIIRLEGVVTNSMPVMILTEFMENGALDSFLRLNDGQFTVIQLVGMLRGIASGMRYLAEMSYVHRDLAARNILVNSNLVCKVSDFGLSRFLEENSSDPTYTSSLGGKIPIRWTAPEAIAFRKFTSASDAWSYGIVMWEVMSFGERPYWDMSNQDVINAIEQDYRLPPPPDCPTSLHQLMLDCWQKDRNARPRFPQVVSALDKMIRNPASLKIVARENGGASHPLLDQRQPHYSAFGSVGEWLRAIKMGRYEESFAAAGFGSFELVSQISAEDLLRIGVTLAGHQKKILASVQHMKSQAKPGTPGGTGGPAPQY
HIV Rev-RRE inh – HIV Rev-RRE protein-RNA interaction inhibition; P05866; Rev peptide-RRE RNA binding, FRET; inhibition, % at 8 µM; 97,000 tested, 0.79% active; AID 704;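 active = inhibition above the screen-wide mean plus 3 SD, cut at about 35% in these data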;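 note: 0% = median DMSO wells and 100% = median Neomycin B control wells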
Target sequence (P05866 whole entry, looked up): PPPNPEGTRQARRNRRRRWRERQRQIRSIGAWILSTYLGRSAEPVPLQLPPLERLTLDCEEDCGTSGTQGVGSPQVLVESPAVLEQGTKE
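System: Cy5-labelled duplex RRE RNA binding fluorescein-labelled HIV Rev peptide; Signal: fluorescein-to-Cy5 FRET, 480 nm excitation; Also added: labelled Rev peptide; Compound: one concentration, 8 µM nominal; Buffer or medium: HEPES pH 7.5 salt buffer with EDTA; Read-out: % inhibition of FRET ratio versus controls; Schedule: 5 min preincubation and 15 min binding, 25 °C.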
FAK blocker – inhibitors of human focal adhesion kinase | Q05397 | biochemical FAK kinase activity assay | inhibition, %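 (tested at 7 µM)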 | 97,000 tested, 0.84% active; in the data active = inhibition above about 19%;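 note: 0% = DMSO and 100% = reference compound high control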
PTK2B oligo ant – blocks oligomerization of human Pyk2 in cells. Q14289. Q293 cells, Pyk2 FERM NanoBiT luminescence; stronger effect = lower value. z-score (the deposit names both 25 µM and 10 µM). 99,000 tested, 0.83% active;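 active = Z-score of -3 or lower, scaled per plate to the spread of control and sample wells; inactive = z-score above -3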;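 note: negative z-score means lost luminescence so less FERM oligomerization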
PLK1 inh – blocks human PLK1 kinase activity. 97,000 tested, 0.53% active. recombinant PLK1 kinase, TR-FRET peptide phosphorylation. P53350. inhibition, % at 10 µM;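 active = inhibition of 50% or more in the single-concentration screen; inactive = inhibition below 50%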;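 note: 0% = DMSO max control and 100% = H-89 dihydrochloride min control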
cytoskel mod – modifiers of cytoskeleton assembly | HUVEC TNFa F-actin phalloidin imaging, high content | inhibition, % at 2 µM | 91,000 tested, 0.18% active | AID 836;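 active = inhibition above the batch mean plus 3 SD and confirmed as a hit by visual image inspection, cut at about 30% in these data, passing the limit was not always enough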; note: strong numbers were not always called active
Starred values were filed as active, the others as inactive; . = not tested or not shown.

FAK blocker	PLK1 inh	Plk1 PBD FP	HIV Rev-RRE inh	PTK2B oligo ant	PTPN22 act	cytoskel mod	EphB4 ephrin blk	PTPN22 inh 2	Molecule
-2	-14	-34	5	-1.1	2	10	0	-4	Nc1c(S(=O)(=O)c2cc(Cl)ccc2Cl)c2nc3ccccc3nc2n1CCN1CCOCC1
7	2	-18	8	.	-3	2	-2	0	CCOC(=O)Nc1ccc2c(c1)N(C(=O)OCCN(C)C)c1ccccc1CC2
2	-5	0	-3	-0.67	-4	-11	2	2	CCCOC(=O)C1=C(C)NC2=C(C(=O)CCC2)C1c1cc(OC)ccc1OC (stereo not given)
1	-3	-8	-1	0.46	-3	2	-3	0	CCOC(=O)c1cc(NC(=O)NCc2ccco2)c(C)nc1C
2	-5	-16	2	-0.08	6	-7	-1	-8	O=[N+]([O-])c1ccc(-c2cc(-c3ccncc3)nc3ccc4ccccc4c23)cc1
0	-7	-5	12	0.23	0	-6	0	3	COC(=O)c1ccc(/C=C/C(=O)c2ccc(OC)c(OC)c2)cc1
5	-10	-3	4	-0.37	0	-5	-4	3	CC1CCN(c2cc(C#N)c(C#N)cc2[N+](=O)[O-])CC1
5	-5	20	6	-0.67	8	1	-1	-9	On1c(-c2ccccc2)nc2ccc(Cl)cc21
-1	-18	12	2	0.93	-1	17	-5	-2	Cc1ccc(NC(=O)COC(=O)Cn2c(C)csc2=O)cc1C
-5	8	-1	1	1	2	-16	-2	-2	COc1ccc(CCNC(=O)CSc2nnc(-c3cccc(C)c3)o2)cc1OC
-4	-9	4	9	0.01	-3	2	3	1	Cc1c(N(C)C(=O)c2ccc3c(c2)OCO3)c(=O)n(-c2ccccc2)n1C
-3	-9	7	6	-1.7	6	13	7	-9	C=CCn1c(Cc2cccs2)nnc1SCC(=O)Nc1ccc(C(=O)OCC)cc1
11	-5	-8	2	-0.85	-2	-4	2	1	O=C(NCc1ccncc1)/C(=N/O)c1ccccc1
2	-5	-3	2	0.72	-6	2	0	11	Cc1c(Cl)c([N+](=O)[O-])nn1CCCC(=O)Nc1sc2c(c1C#N)CCC2
-2	-44	-4	16	0.46	1	-15	1	0	COc1ccc(C(=O)COC(=O)[C@H](C)Nc2ccc(C(F)(F)F)cc2[N+](=O)[O-])cc1
-1	-4	-34	-2	-0.55	1	9	4	0	O=C(Nc1ccccc1)c1nnn(Cc2ccccc2)c1NC(=O)C(F)(F)F
-1	-10	-5	17	-3	10	5	17*	-10	Cc1cccc(CSc2nc(N)c(C#N)c(-c3cccs3)c2C#N)c1
-2	4	-14	7	-0.15	-1	19	0	-1	C=CCn1c(Cc2cccs2)nnc1SCC(=O)Nc1cc(OC)cc(OC)c1
-5	-6	-12	3	1.5	-1	-6	-7	3	Cc1ccc(S(=O)(=O)N/N=C/c2cc(Br)c(C)o2)cc1
-1	-8	-3	1	.	1	21	-5	-4	COc1cccc(C(=O)N2CCN=C2SCc2cccnc2)c1OC

Going on with the list.
FAK blocker	PLK1 inh	Plk1 PBD FP	HIV Rev-RRE inh	PTK2B oligo ant	PTPN22 act	cytoskel mod	EphB4 ephrin blk	PTPN22 inh 2	Molecule
8	-6	10	2	0.05	-6	11	8	4	Cc1cccc(OCCOc2ccc(/C=N/NC(=O)Cc3nnc(N)s3)cc2)c1
-6	-15	1	0	1.4	-3	-10	2	1	CCOc1ccc(NC(=O)c2nccnc2CO)cc1
-3	3	10	1	0.02	9	14	-3	-7	O=C(c1ccc(CN2CCOCC2)cc1)N1CCN(c2ccccc2F)CC1
-1	-6	11	-1	1.2	6	14	-3	-6	CNC(=O)C1C(=S)NC(N)=C(C#N)C1c1ccccc1 (stereo not given)
-1	-13	5	3	0.11	0	-8	4	-4	CCCn1c(SCC(=O)N2CCCc3ccccc32)nc2c1c(=O)n(C)c(=O)n2C
-5	-12	-17	1	-1.3	13	9	-2	-10	CCc1ccc2c(CN3CCN(S(=O)(=O)c4ccc5c(c4)OCCO5)CC3)cc(=O)oc2c1
2	-9	-4	10	-0.79	-4	-7	-1	4	Cc1ccc(C)c(NS(=O)(=O)c2cc(C(N)=O)ccc2C)c1
-2	4	6	11	-1.3	6	-17	-1	-4	Clc1ccccc1-c1ccc(CN2CCN(c3ccccc3)CC2)o1
-1	-5	-12	-1	0.14	-6	.	6	3	CCCCOc1ccc(C(CC(=O)NC)C(=O)O)cc1 (stereo not given)
-10	-11	2	6	1.1	3	-3	4	0	CC(C)c1ncc(C(O)c2cccc3ccccc23)n1C (stereo not given)
-3	-2	-7	3	1.5	2	29	4	-5	O=C(CCCN1C(=O)c2ccccc2C1=O)Nc1ccc(S(=O)(=O)N2CCOCC2)cc1
-2	8	-3	8	0.97	-2	.	-5	3	CC(=O)Nc1ccc(-c2nnc(SCC(=O)NCc3ccco3)n2C)cc1
5	-6	-36	9	-0.3	-12	22	9	11	CS(=O)(=O)N1CCN(c2ccccc2NC(=O)c2ccc(-c3ccc(Br)cc3)o2)CC1
1	-9	8	1	0	3	0	4	-4	Cc1nn(C(=O)c2ccco2)c(C)c1Br
6	-3	-17	-6	-1.7	7	-33	-6	-10	CCN(CCCNC(=O)COc1cc(=O)n(C)c2ccccc12)c1cccc(C)c1
0	-7	-28	7	-0.48	2	18	7	-3	O=C(Cn1c(-c2ccccn2)nc2ccccc21)NCCN1CCOCC1
-3	-12	-9	11	-0.61	-5	-17	-6	5	CC(C)SC1=NC(C)(C)C=C(/C=C/c2c(Cl)cccc2Cl)N1
-1	-15	-5	7	-0.15	-2	21	4	4	COC(=O)Cn1cccc1C(=O)c1ccccc1
1	-8	-4	4	1	1	0	-6	-4	CC(NS(=O)(=O)c1ccc(OCC(=O)N2CCOCC2)c(Cl)c1)c1ccccc1 (stereo not given)
-2	-8	-4	12	1.2	-14	-4	2	16	CCN(CC)S(=O)(=O)c1ccc(NC(=O)COC(=O)c2ccc(-n3nc(C)cc3C)cc2)cc1

(cont.)
FAK blocker	PLK1 inh	Plk1 PBD FP	HIV Rev-RRE inh	PTK2B oligo ant	PTPN22 act	cytoskel mod	EphB4 ephrin blk	PTPN22 inh 2	Molecule
3	-3	1	9	0.1	6	14	3	-1	COc1ccc(C(=O)N/N=C(\C)Cn2nc([N+](=O)[O-])cc2C)cc1
-1	-6	-9	5	0.14	-2	13	0	1	O=C(COc1ccc(-n2cnnn2)cc1)NC(=O)NCc1ccccc1
-11	-6	-24	0	0.62	6	-8	-13	-2	Cc1cc(Br)ccc1OCCCCNC(C)(C)C
0	-7	18	6	-0.26	-8	-11	-7	5	CCOC(=O)CSc1nc2sc3c(c2c(=O)[nH]1)CCCC3
5	10	-25	9	-0.06	3	-4	3	-5	CC(C)N(C(=O)CN(C#N)c1nc(N(C)C)nc(N(C)C)n1)c1ccccc1
-1	-9	-2	9	.	0	-8	-4	-3	COc1ccc(-n2ncc3c(N4CCN(c5cc(C)ccc5C)CC4)ncnc32)cc1
0	-14	57*	3	-0.71	-8	-31	0	11	O=C1Nc2ccc([N+](=O)[O-])cc2C1(O)N1CCCCC1 (stereo not given)
1	-2	-15	12	-1.2	3	-25	-3	-1	CC(C)CCSc1nc(N)c(C#N)cc1C#N
3	-1	-10	5	-0.39	4	11	5	-8	COC(=O)C(CC(C)C)NC(=O)c1ccc(F)cc1 (stereo not given)
0	-48	-2	30	-0.81	16	18	-3	-13	CN1C(=O)c2cccc(NCCCCCCN3C(=O)c4ccccc4C3=O)c2C1=O
4	-14	-24	2	0.99	-2	-26	-2	2	Cc1ccc(S(=O)(=O)c2nc(NCCCn3ccnc3)sc2Cl)cc1
5	-10	5	-1	-0.83	18	-11	-4	-24	CCC(=O)Nc1ccc(Nc2ccccc2)cc1
-3	-9	19	2	2.4	3	-5	-8	-4	C=CCn1c(SCC(=O)Nc2c(C)cccc2C)nnc1-c1ccncc1
0	-7	28	9	.	15	-6	4	-18	O=C(NCC1CCCO1)C1CC(=O)N(c2ccc(F)c(Cl)c2)C1 (stereo not given)
3	-9	-3	1	1	17	5	0	-18	COc1ccccc1NC(=O)CSC1CC(=O)N(c2ccc3c(c2)OCO3)C1=O (stereo not given)
1	-15	-20	2	0.2	1	-12	1	-3	O=C(Cn1nnc2c(cnn2-c2ccccc2)c1=O)NCc1cccs1
5	-18	9	-1	.	3	-13	2	-3	COc1ccccc1-c1cc2nc(C)c(CCC(=O)NC(C)CCc3ccco3)c(C)n2n1 (stereo not given)
1	-8	-17	1	-0.34	0	3	4	4	CC(=O)c1cccc(N(CC(=O)O)S(C)(=O)=O)c1
2	-11	5	3	1	2	-10	0	-3	O=c1c2[nH]c3ccccc3c2ncn1CCN1CCCCC1
8	-3	-8	10	-0.59	-12	28	9	11	CC(C)CSc1nc2ccccc2c(=O)[nH]1

Other records.
FAK blocker	PLK1 inh	Plk1 PBD FP	HIV Rev-RRE inh	PTK2B oligo ant	PTPN22 act	cytoskel mod	EphB4 ephrin blk	PTPN22 inh 2	Molecule
2	-8	-17	0	-0.92	3	7	-25	-3	Cc1ccc(S(=O)(=O)Oc2ccccc2/C=N/NC(N)=S)cc1
3	-8	-1	2	-0.88	-9	-10	5	10	CCOC(=O)C1=C(c2ccccc2)Nc2c(c(=O)n(C)c(=O)n2C)C1c1ccc(O)c(OC)c1 (stereo not given)
2	-6	-6	-3	-0.35	-2	-17	-1	4	Cc1ccc(NC(=S)Nc2ncccc2C)c(C)c1
7	-10	-10	5	-0.24	-8	1	-6	11	CCOCCCNS(=O)(=O)c1ccc(Br)cc1
1	-6	-10	13	-0.46	-10	4	0	9	Cc1c(C2Nc3ccccc3C(=O)N2O)cnn1C (stereo not given)
-7	-5	-32	16	-1.4	7	15	4	-2	C=CCn1c(N)c(C(=O)Nc2cccc(C)c2)c2nc3ccccc3nc21
1	-15	10	4	0.64	2	9	0	-3	CCCC(=O)Nc1ccc2c(c1)nc(CN1CCCC1)n2C
1	-13	-32	5	-0.28	-13	-7	5	13	Cc1cnc(NC(=O)C(C)N2C(=O)C3CC=CCC3C2=O)s1 (stereo not given)
5	-5	31	2	-4.4*	8	-14	-5	-5	O=C1c2ccccc2C2=Nc3ccccc3SC(c3ccccc3F)C12 (stereo not given)
1	-8	5	2	.	3	3	-5	-5	Cc1csc2ncc(C(=O)NC(C)c3ccccc3)c(=O)n12 (stereo not given)
-1	-4	-8	4	1.5	-3	-22	4	4	CCOC(=O)c1cc(-c2ccccc2)nn1-c1ccccn1
-3	-16	-10	2	-0.05	4	8	4	-6	CC(c1ccccc1)N1C(=O)NC(NC(=O)c2cccnc2)(C(F)(F)F)C1=O (stereo not given)
-3	-6	-3	10	-0.3	-6	-17	3	6	CCN(CC)C(=O)CN1C(=O)COCC1=O
-4	-11	-27	1	.	6	23	2	-1	NS(=O)(=O)c1ccc(CNC(=O)/C=C/c2c(Cl)cccc2Cl)cc1
-7	-13	13	-2	0.53	8	8	-9	-14	COc1ccc(NC(=O)CSc2nnc(-c3ccccc3C)n2C)cc1
-1	1	-2	3	-0.41	3	-6	1	-6	Cc1ccccc1CNC(=O)c1ccccc1N
-14	-13	-18	7	0.3	-8	-18	-3	11	CCCC(=O)Nc1nnc(COC)s1
4	-16	31	0	.	3	6	1	-3	CC(=O)c1cccc(NC(=O)C2CCCN2S(=O)(=O)c2cccc3nsnc23)c1 (stereo not given)

Rewritten tab-delimited: entries from further up.
mol	FAK blocker	PLK1 inh	Plk1 PBD FP	HIV Rev-RRE inh	PTK2B oligo ant	PTPN22 act	cytoskel mod	EphB4 ephrin blk	PTPN22 inh 2
COc1ccccc1-c1cc2nc(C)c(CCC(=O)NC(C)CCc3ccco3)c(C)n2n1 (stereo not given)	5	-18	9	-1	.	3	-13	2	-3
CC(=O)c1cccc(N(CC(=O)O)S(C)(=O)=O)c1	1	-8	-17	1	-0.34	0	3	4	4
O=c1c2[nH]c3ccccc3c2ncn1CCN1CCCCC1	2	-11	5	3	1	2	-10	0	-3
